Assay outcomes deposited in PubChem by National Center for Advancing Translational Sciences (NCATS).
TRPV1 ag – HTS Assay for Compounds that Act as Agonists of the Vanilloid Receptor 1. Transient receptor potential cation channel subfamily V member 1 (Homo sapiens), Q8NER1. TRPV1-expressing cells, Fluo-8 calcium influx, agonist mode. activation, % at 8.33 µM. actives 0.19% (n = 320,000). AID 540275, 2011; in the data active = activation above about 80%; inconclusive = between about 30% and that limit; also: 0% is about no effect
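TRPV1-expressing cells were cultured overnight at 35.5C and loaded with Fluo-8 calcium dye for 40 to 90 min at room temperature. After a 10 s baseline, compound was added and calcium influx was read kinetically for 3 min (ex 480/em 520 nm).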
hERG WT inh – qHTS for Inhibitors of KCHN2 3.1: Wildtype qHTS | Voltage-gated inwardly rectifying potassium channel KCNH2 (Homo sapiens), Q12809 | U2OS, BacMam KCNH2, thallium flux FluxOr; hits give low values | activity change, % at 1.84 µM | actives 0.37% (n = 340,000) | AID 720551, 2013;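 active = maximum activity change below -70%; inconclusive = maximum activity change between -70% and -50%; inactive = maximum activity change above -50%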; also: % is scaled to controls: 0 for no effect and ±100 for the full control effect
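U2OS cells transduced with wild-type KCNH2 virus are loaded with FluxOr dye for 45 min, and thallium flux is measured in kinetic reads before and after stimulation buffer. Rate constants are normalized to DMSO controls.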
Integrin act MD – qHTS for Activators of Integrin-Mediated Alleviation for Muscular Dystrophy | Potency, µM (titrated, usually from 38.3 µM), inactives show top-dose activation, actives largely listed as activators | AID 624291, 2012 | actives 0.064% (n = 350,000) | alpha7betagal myoblasts, beta-gal FDG fluorescence, 48 h;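 also: potency is read from the fitted curve at half-maximal effect; 100% = response of the positive control SU9516; nearly all actives have a fitted effect of over 60% in size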
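Alpha7betagal+/- myoblasts (passage 13) were plated 16-24 hr, then exposed to compounds (1:260 dilution of DMSO stock) for 48 hours at 37C. After MPER lysis, β-galactosidase reporter activity was read as FDG fluorescence (ex 480/em 540) after 30 minutes.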
A-T KAP1 phos – qHTS Assay for Identifying a Potential Treatment of Ataxia-Telangiectasia; […] A-T fibroblasts, KAP-1 phosphorylation AlphaLISA; neocarzinostatin DNA damage 30 min before lysis; Potency, µM (highest dose often 57.5 µM), inactives show at the highest dose activation, actives largely listed as activators; actives 0.19% (n = 320,000); AID 485349, 2010; also: potency is read from the fitted curve at half-maximal effect; % of control where 0% means no effect; nearly all actives have a fitted effect of over 45% in size
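ATM-like activity read as KAP-1 phosphorylation via AlphaLISA donor/acceptor antibody pairs after lysis and 6 hr at 25C. Cells were ATM-null patient fibroblasts ([…], hTERT), dosed 60 min, then exposed to the DSB inducer NCS for 30 min.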
ASM inhibitor – Inhibitors of Secretory Acid Sphingomyelinase (S-ASM): qHTS | Sphingomyelin phosphodiesterase (Homo sapiens), P17405 | placental ASM, HMU-PC fluorogenic substrate, 60 min | Potency, µM (highest dose often 57.5 µM), without a hit: at the top dose activity change, negative = inhibition, actives largely listed as inhibitors | actives 0.006% (n = 340,000) | AID 504937, 2011; also: potency is read from the fitted curve at half-maximal effect
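Steps: dispense placental human ASM, pin compound, wait 10 min at room temperature, add HMU-PC0 substrate at 9 uM final, incubate 60 min at 37 °C, add stop solution raising pH to 10, read fluorescence.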
CXXC DNA block – qHTS Fluorescence Polarization Assay for Inhibitors of MLL CXXC domain - DNA interaction. MLL-CXXC / FITC-HOXA9 DNA fluorescence polarization. Potency, µM (highest dose often 115 µM), for the others: top-dose activity change, negative = inhibition, hits mostly inhibitors. actives 0.037% (n = 290,000). AID 2662, 2010; active = well fitted inhibition curve with a large enough effect in the polarisation, with a control signal flat, not every such curve was filed as active; inconclusive = small, poorly fitted or top-dose-only effect, or effect the other way, or a change in a side signal; inactive = no such curve, though single readings can be large or run the other way; the % refers to the polarisation; also: potency is read from the fitted curve at half-maximal effect
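Purified MLL-CXXC (added from a 7 uM solution) was preincubated 5 min at ambient with pinned compounds in 50 mM Tris-HCl pH 7.5, 50 mM NaCl, 1 mM DTT, 0.05% BSA. Fluorescein-labeled HOX-A9 DNA (50 nM solution) followed, 30 min, then polarization read.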
MBNL1-CUG inh – qHTS Assay for Inhibitors of MBNL1-poly(CUG) RNA binding | Potency, µM (doses to about 57.5 µM), inactives show top-dose activity change, negative = inhibition, usual class: inhibitors | TR-FRET MBNL1-His/biotin-(CUG)12 binding, 665/545 ratio | actives 0.036% (n = 280,000) | Muscleblind-like protein 1 (Homo sapiens), Q9NR56; active = well fitted inhibition curve with a large enough effect in the signal ratio, with a control signal flat, not every such curve was filed as active; inconclusive = small, poorly fitted or top-dose-only effect, or effect the other way, or a change in a side signal; inactive = no such curve, though single readings can be large or run the other way; the % refers to the signal ratio; also: potency is read from the fitted curve at half-maximal effect; % is scaled to controls: 0 for no effect and ±100 for the full control effect
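TR-FRET between His-tagged MBNL1 and biotin-(CUG)12 RNA, detected with Tb anti-His antibody (0.055 ng/ul) and streptavidin-XL665 (5 nM), 60 min at room temperature. Compounds titrated 92 nM to 58 uM; 665/545 nm ratio normalized to buffer and complex controls.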
KCNH2 3.1 block – qHTS for Inhibitors of KCHN2 3.1: Mutant qHTS; AID 720553, 2013; U2OS KCNH2 3.1, thallium flux FluxOr; hits give low values; activity change, % (tested at about 1.8 µM); Potassium voltage-gated channel subfamily H member 2, brain isoform KCNH2 3.1 (human); actives 0.95% (n = 340,000);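 active = maximum activity change below -70%; inconclusive = maximum activity change from -70% to -50%; inactive = maximum activity change above -50%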;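 also: thallium influx rate constant from kinetic fluorescence after stimulation buffer; % is scaled to controls: 0 for no effect and ±100 for the full control effect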
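We transduce U2OS cells with the mutant 3.1 virus, culture them overnight, load FluxOr with Red40 quencher for 45 min, then add stimulation buffer and read kinetically for 2 min to derive a normalized rate constant.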
Coupling enz – qHTS Assay for Inhibitors of Fructose-1,6-bisphosphate Aldolase from Giardia Lamblia: Coupling assay counterscreen; coupling enzyme system counterscreen, AmpLite Red fluorescence; activity change, negative = inhibition, % at 58.2 µM, hits read low; actives 0.67% (n = 290,000); in the data active = activity change below about -30%; also: % is scaled to controls: 0 for no effect and ±100 for the full control effect
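Counterscreen of the coupled detection system alone, without aldolase: glyceraldehyde-3-phosphate coupling enzymes plus AmpLite Red readout. Compounds at 57.5 uM final, 10 min RT preincubation, 20 min RT reaction, fluorescence 525/598 nm.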
GALK inhibitor – qHTS Assay for Inhibitors of Human Galactokinase (GALK). P51570. Purified GALK, Kinase-Glo residual ATP luminescence. actives 0.007% (n = 270,000). Potency, µM (top dose mostly 57.5 µM), inactives show top-dose activity change, negative = inhibition, hits mostly inhibitors. AID 1868, 2009; also: potency is read from the fitted curve at half-maximal effect; % is scaled to controls: 0 for no effect and ±100 for the full control effect
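Compounds were pin-transferred into ATP buffer (35 uM final), then GALK plus galactose (5 nM, 100 uM final) was added. After 1 h at room temperature, Kinase-Glo Plus was added and luminescence read after 10 min.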
Numbers without * were called inactive; ? = inconclusive; . = no result given; & = joins results of further samples; [ ] = dose if it differs, or a comment. Unless noted, calls follow the shape of the dose curve; as a rule, active = well fitted curve in the direction sought with a large enough effect; inconclusive = small, poorly fitted or top-dose-only effect, or another doubt; inactive = no such curve, though single readings can be large; an effect the other way counts as inactive or inconclusive.

compound,TRPV1 ag,hERG WT inh,Integrin act MD,A-T KAP1 phos,ASM inhibitor,CXXC DNA block,MBNL1-CUG inh,KCNH2 3.1 block,Coupling enz,GALK inhibitor
O=C(CN1CCN(c2ccccc2O)CC1)NC(=O)NCc1ccccc1,5,3,5%,2%,1%,.,.,-3,.,.
CC(C)(C)C(=O)N(Cc1ccc(Cl)cc1)c1cnccn1,-2,-2,3%,0%,-4%,12%,9%,-13,2,7%
O=C(Cn1nnc(-c2ccc(F)cc2)n1)Nc1cccc(S(=O)(=O)N2CCCC2)c1,2,6,2%,8%,-5%,.,.,16,.,.
O=c1[nH]c(CSc2nc3ccccc3s2)nc2cc(Cl)ccc12,0,.,.,16%,.,21%,7%,.,4,1%
CCN1CCN(CC(=O)Nc2ccc3c(c2)OCCO3)C(=O)C1=O,1,4,8%,-2%,-2%,-6%,1%,-3,4,2%
O=C(O)Cn1cc(/C=c2/sc3nc4ccccc4n3c2=O)c2ccccc21,0,-8,2%,-4%,8%,6%,?,1,-1,-2%
CNS(=O)(=O)c1cnccc1N1CCN(c2cccc(Cl)c2)CC1,4,-3,11%,.,1%,-5%,-4%,4,4,8%
O=C1NC2(CCCCC2)CO1,-3,6,-2%,3%,2%,1%,3%,12,5,.
COc1ccc(CCN(C(=O)c2ccco2)C(C(=O)NC2CCCC2)c2ccncc2)cc1OC (configuration not stated),-2,-11,-39%,10%,0%,2%,-7%,.,-17,0%
COc1ccc(C(=O)OCN2C(=O)c3ccccc3C2=O)cc1,0,1,-18%,-4%,0%,1%,2%,-19,0,1%
Cc1ccc(-n2cc(CNCCc3cscn3)c(-c3ccc(F)cc3)n2)cc1,?,59,-47%[inhibitor],-1%,-9%,-1%,4%,-15,-3,0%
COc1cccc(NC(=O)CCN2C(=O)C3CC=CCC3C2=O)c1 (configuration not stated),2,18,25%,8%,0%,-5%,0%,2,.,-2%
COc1ccc(OC)c(NC(=O)CC2C(=O)NCCN2C(=O)Nc2cccc(Cl)c2)c1 (configuration not stated),1,-22,6%[7.66 µM],0%,-2%,4%,2%,28,0,0%
CC(NC(=O)c1ccc2c(=O)n3c(nc2c1)CCCCC3)c1ccccc1 (configuration not stated),13,-5,2%,-3%,0%,.,.,-3,.,.
O=C(CSc1nc(Nc2ccccc2)nc(N2CCOCC2)n1)Nc1ccc2c(c1)OCCO2,-1,11,1%,5%,0%,8%,-7%,-9,1,0%
O=S(=O)(NCC1CCCO1)c1ccc(NS(=O)(=O)c2ccc(F)cc2)cc1 (configuration not stated),-1,-5,-13%,-5%,-2%,9%,4%,4,3,1%
CCOc1ccc(NC(=O)CCC(=O)c2ccc(F)cc2)cc1,22,-6,-35%[inhibitor],10%,-2%,15%,-4%,-3,-3,0%
Cc1ccc(OCCN(C)C(=O)c2cc(COc3ccc(F)cc3F)on2)cc1,20,-5,7%,4%,-8%,-1%,1%,11,-1,-4%
COc1cc(NC(=O)c2ccco2)c(OC)cc1NC(=O)CCC(=O)Nc1cc(C)ccc1C,3,-16,19%,-3%,80%,-1%,18%,2,3,-1%
Cc1nn(C(C)C(=O)NCc2cccs2)c(=O)c2nn(-c3ccccc3)c(C)c12 (configuration not stated),0,4,-1%,-4%,9%,7%,0%,12,.,-8%
COc1ccc(OC)c(-n2nnnc2SCC(=O)O)c1,-7,-1,-16%,.,1%,-1%,-12%,7,14,2%
CCCc1nnc(NC(=O)CS(=O)(=O)c2ccccc2)s1,-3,3,-21%,-2%,1%,6%,-5%,4,-3,1%
O=C(Nc1ccc2ccccc2c1)[C@@H]1C[C@H]1[C@@H](NP(=O)(c1ccccc1)c1ccccc1)c1ccccc1,-17,.,-17%,9%,-6%,17%,35%[activator],.,-9&-4,.
CCN(CC)C(=O)NC1CCCCCCC1,12,-3,2%,3%,2%,5%,-1%,-8,2,-1%
COC(=O)c1sccc1NC(=O)c1ccc(OC)cc1,-3,-2,-5%,-2%,-2%,8%,1%,-2,0,3%
COC(=O)c1ccc(-c2noc(CN3CCCC(CNC(C)=O)C3)n2)cc1 (configuration not stated),3,3,11%,1%,9%,11%,1%,-4,1,0%
O=C(NCc1nc(-c2ccccc2)cs1)c1ccccc1,21,7,6%,3%,13%,-1%,-6%,26,-1,0%
COc1ccc(-c2nc(C#N)c(NCC3CCCO3)o2)cc1OC (configuration not stated),-2,-11,-13%,0%,-1%,-3%,6%,-6,1,3%
C[C@H](NC(=O)c1ccco1)C(=O)Nc1nnc(SCc2ccccc2)s1,.,-5,-18%,2%,0%,.,.,3,.,.
Cc1ccc(NC(=O)CCc2ccccc2)cc1S(=O)(=O)N1CCOCC1,.,-31,-2%,21%,0%,.,.,-19,.,.
O=C(Nc1ccc2nc3ccccc3nc2c1)c1ccccc1,?,2,15%,6%,15%,-2%,?,1,-5,0%
Cc1cccc(N2CCN(S(=O)(=O)c3ccc4c(c3)CC(=O)N4C)CC2)c1C,3,2,-4%,-3%,5%,19%,-4%,-5,-2,-5%
CC(C)(C)NCC(O)c1cc(O)cc(O)c1 (configuration not stated),-1,-7,.,-11%,-5%,12%&-12%,-13%,-2,8&-3,-1%
CCC(C(=O)NCCCN1CCN(CC)CC1)n1nc(C)n2c(cc3occc32)c1=O (configuration not stated),1,2,5%,4%,-2%,9%,-10%,-8,-1,2%
O=C(N/N=C/C(Br)=C\c1ccccc1)c1ccco1,13,6,-59%[inhibitor],12%,-2%,34%[activator],?,-4,2,-5%
CCC(CC)C(=O)NCCc1cc2ccc(OC)cc2[nH]c1=O,2,-6,-1%,0%,-2%,-6%,1%,8,3,-2%
Cc1nn(-c2ccccc2)nc1C(=O)NNC(=O)c1ccc(C(F)(F)F)cc1,?,-7,18%,12%,-5%,-9%,0%,-14,1,4%
O=C(Nc1ccccn1)c1ccc2nc(-c3ccccc3)c(-c3ccccc3)nc2c1,3,.,.,3%,.,-4%,35%[activator],.,1,10%
O=C(c1cccc(N2C(=O)C3C4C=CC(C4)C3C2=O)c1)N1CCN(c2ccccc2)CC1 (configuration not stated),3,1,7%,-2%,2%,-4%,4%,21,-2,-2%
CCC(Oc1ccccc1)C(=O)Nc1nc2ccccc2[nH]1 (configuration not stated),0,1,3%,0%,-3%,-2%,4%,-1,-1,-1%
COC(C(=O)Nc1ccnn1C1CCN(Cc2ccc(CO)o2)CC1)c1ccccc1 (configuration not stated),3,-1,2%,6%,2%,-2%,5%,-3,0,4%
CC(C)(C)c1ccc(-c2cnco2)cc1,28,1,34%,1%,4%,2%,3%,0,0,-4%
COc1cccc(NC(=O)C2CCN(c3ncccn3)CC2)c1,2,-16,3%,-8%,-1%,-1%,2%,21,-16,0%
CCOc1ccccc1CNCc1ccc(F)cc1,3,1,11%,2%,3%,16%,-5%,-1,0,1%
CCn1c(CSCc2ccc(C)cc2)n[nH]c1=S,-2,-11,0%,3%,1%,-3%,1%,16,3,1%
O=C(Nc1ccccc1N1CCOCC1)c1cccc(S(=O)(=O)Nc2ccccc2F)c1,7,-9,10%,0%,-3%,.,.,7,.,.
CCCCOc1ccc(C(=O)Oc2ccc(C)nc2)cc1,19,14,11%,-3%,15%,119%[activator],0%,-1,0,6%
Cc1cc2c(cc1C)CSC(c1ccc3ccccc3c1O)SC2,-1,-7,11%,0%,-8%,21%,-3%,-4,0,0%
CCCCC(CC)CN=C(N)NC(N)=NCCCCCCN=C(N)NC(N)=NCC(CC)CCCC (configuration not stated),11,13,.,7%,?,67%[activator],.,-4,-1,.
